Screening results (PubChem)
USP1 inh: blocks the human USP1/UAF1 deubiquitinase complex | O94782 | Potency, µM (series often up to 57.1 µM), inactives show at the top dose activity change, negative = inhibition, most hits filed as inhibitors | recombinant USP1/UAF1, Ub-Rhodamine cleavage fluorescence | AID 743255 | hit rate 0.23% among 390,000; note: potency is the fitted concentration of half-maximal effect; % is set by controls: 0 for no effect and ±100 for the full control effect; nearly all actives have a fitted effect of over 60% in size; inactives centre near -12
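USP1/UAF1 complex at 1 nM was preincubated with compound for 15 min at room temperature, then Ub-Rho substrate (150nM final) was added. Fluorescence (480/540 nm) was read kinetically, 6 reads every 60 seconds.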
IDH1 R132H inh: inhibitors of human mutant IDH1 R132H | hit rate 0.093% among 390,000 | Potency, µM (doses to about 76.6 µM), without a hit: at the highest dose activity change, negative = inhibition, usual class: inhibitors | AID 602179 | IDH1-R132H enzyme, NADPH consumption, diaphorase/resazurin fluorescence; note: potency is the fitted concentration of half-maximal effect; % is set by controls: 0 for no effect and ±100 for the full control effect; nearly all actives have a fitted effect of over 65% in size
Target sequence (O75874 whole entry R132H, stated change not applied): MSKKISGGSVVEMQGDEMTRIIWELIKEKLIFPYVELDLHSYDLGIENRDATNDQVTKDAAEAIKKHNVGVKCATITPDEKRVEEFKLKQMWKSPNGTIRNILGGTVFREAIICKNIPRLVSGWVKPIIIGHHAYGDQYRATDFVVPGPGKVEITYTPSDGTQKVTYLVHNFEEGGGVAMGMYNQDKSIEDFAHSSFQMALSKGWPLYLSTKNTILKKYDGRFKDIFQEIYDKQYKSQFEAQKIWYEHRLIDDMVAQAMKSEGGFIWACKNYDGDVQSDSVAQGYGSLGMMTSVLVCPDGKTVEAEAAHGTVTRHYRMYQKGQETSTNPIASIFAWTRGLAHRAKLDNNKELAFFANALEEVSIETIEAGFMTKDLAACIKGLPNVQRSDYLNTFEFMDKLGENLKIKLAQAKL
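IDH1-R132H (0.5 ug/mL dispensed) in pH 7.5 Tris buffer was preincubated 30 min with compound, then given a substrate mix of 0.016 mM NADPH and 2 mM alpha-KG for 80 min at room temperature; remaining NADPH was read by diaphorase/resazurin fluorescence.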
D2 antagonist: D2 dopamine receptor (human) antagonism | hit rate 2% among 340,000 | HEK293 TREx D2 cells, calcium flux, dopamine EC80 | inhibition, % at 10 µM | P14416; in the data active = inhibition above about 30%; note: 0% is about no effect
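Antagonism is scored as inhibition of an EC80 dopamine-evoked calcium signal in a force-coupled, tetracycline-inducible HEK293 T-REx D2 line, with compound present 180 s before agonist.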
TrxR1 substrate: is turned over as a substrate by rat TrxR1 | hit rate 0.01% among 390,000 | O89049 | purified TrxR1 substrate turnover, NADPH consumption readout | AID 588456 | Potency, µM (titrated, usually from 114 µM), without a hit: at the top dose activity change, negative = substrate turnover; note: potency is the fitted concentration of half-maximal effect; % is set by controls: 0 for no effect and ±100 for the full control effect; nearly all actives have a fitted effect of over 50% in size
Target sequence (O89049 whole entry, looked up): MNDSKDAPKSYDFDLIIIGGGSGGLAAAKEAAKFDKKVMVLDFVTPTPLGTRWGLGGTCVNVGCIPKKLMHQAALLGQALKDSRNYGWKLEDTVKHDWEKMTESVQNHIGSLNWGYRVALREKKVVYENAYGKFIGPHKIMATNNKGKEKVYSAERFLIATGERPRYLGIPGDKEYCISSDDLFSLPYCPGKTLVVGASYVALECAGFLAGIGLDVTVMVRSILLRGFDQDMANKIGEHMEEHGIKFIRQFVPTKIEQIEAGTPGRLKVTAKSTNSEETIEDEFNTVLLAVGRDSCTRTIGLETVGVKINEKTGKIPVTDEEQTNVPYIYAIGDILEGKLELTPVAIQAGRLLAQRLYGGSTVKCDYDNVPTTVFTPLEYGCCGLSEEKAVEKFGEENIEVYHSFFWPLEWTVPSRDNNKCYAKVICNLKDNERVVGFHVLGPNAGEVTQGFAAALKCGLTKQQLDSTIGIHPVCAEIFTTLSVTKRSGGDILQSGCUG
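Rat TrxR1, dispensed at 90 nM, was prereduced with 400 uM NADPH (final) for 5 min at ~22 deg C, then incubated with compound 15 min before 400 uM selenite. A first-read NADPH fluorescence drop versus no-compound background flagged substrates.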
rTrxR1 inhibitor: blocks rat thioredoxin reductase 1 | O89049 | recombinant rTrxR1, NADPH fluorescence consumption, selenite substrate | Potency, µM (titrated, usually from 114 µM), for the others: top-dose activity change, negative = inhibition, most hits filed as inhibitors | hit rate 1% among 390,000 | AID 588453; note: potency is the fitted concentration of half-maximal effect; % is set by controls: 0 for no effect and ±100 for the full control effect; nearly all actives have a fitted effect of over 65% in size
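Rat TrxR1 (90 nM in the dispensed reagent) was pre-reduced with 400 uM NADPH for 5 min at room temperature, then incubated with compound for 15 min. After 400 uM selenite was added, NADPH fluorescence (Ex 340/Em 450 nm) was followed for 8 min.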
TRHR PAM: allosterically enhances the human TRH receptor; enhancement, % at 2 µM; hit rate 0.66% among 360,000; TRHR cells, fluo-8 calcium fluorescence, EC20 TRH enhancement; in the data active = enhancement above about 30%; note: 0% is about no effect
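TRHR-expressing cells loaded with fluo-8 calcium dye were read kinetically (ex 480/em 530) during compound addition, then stimulated with an EC20 of TRH (10 nM final). Enhancement of the Gq-mediated intracellular calcium response was scored.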
TRHR ag: activates the human TRH receptor; TRHR cells, calcium flux fluo-8, FDSS agonist mode; activation, % at 2 µM; hit rate 0.18% among 360,000; in the data active = activation above about 30%; note: 0% is about no effect
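TRHR-expressing cells, plated overnight in medium with 10% serum, were loaded with fluo-8 calcium dye at room temperature. After a 10 s baseline, library compound was pin-added and calcium release was recorded kinetically (ex 480/em 530) as agonist response.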
D2 ag: D2 dopamine receptor (human) agonism | P14416 | HEK293 T-REx D2 cells, calcium flux agonist mode | activation, % at 2 µM | hit rate 0.53% among 340,000 | AID 485358;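 active = activation over 3 SD above normal in the single-dose calcium agonist read, cut at about 30% in these data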; note: 0% is about no effect
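Calcium-flux readout, 1 cycle/sec over 180 s following compound pin transfer, in inducible HEK293 Trex D2 cells (force-coupled); dopamine controls included. Positive calcium responses during this window marked compounds as potential agonists.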
Pin1 inh: blocks the human prolyl isomerase Pin1; Q13526; Pin1 FP peptide displacement, HiFluor488, 10 min; Potency, µM (highest dose often 115 µM), for inactives: at the highest dose activity, negative = inhibition, usual class: inhibitors; hit rate 0.009% among 390,000; active = well fitted inhibition curve with a large enough effect in the polarisation, with a control signal flat, not every such curve was filed as active; inconclusive = small, poorly fitted or top-dose-only effect, or effect the other way, or a change in a side signal; inactive = no such curve, though single readings can be large or run the other way; the % refers to the polarisation; note: potency is the fitted concentration of half-maximal effect; % is set by controls: 0 for no effect and ±100 for the full control effect
* hit, by the source's call; [ ] = remark or other dose. Unless noted, calls come from the whole dose curve; as a rule, active = well fitted inhibition curve with a large enough effect; inconclusive = small, poorly fitted or top-dose-only effect; inactive = no such curve, though single readings can be large or run the other way. Some of the compounds tested (hit frequency here may not be typical).

What do the screens show for `COCCNC(=O)C(c1ccc(F)cc1)N(C(=O)CCC(=O)Nc1nccs1)c1ccc(C)cc1` (configuration not stated)?
USP1 inh: -3%; IDH1 R132H inh: -4%; D2 antagonist: -4; TrxR1 substrate: -14%; rTrxR1 inhibitor: -26%; TRHR PAM: 1; TRHR ag: 2.9; D2 ag: 1.9; Pin1 inh: -1%

How did O=C(c1cc(-c2ccccn2)nc2c(Cl)cccc12)N1CCN(C(=O)C2CCCO2)CC1 (configuration not stated) do in these assays?
USP1 inh: 5%; IDH1 R132H inh: 3%; D2 antagonist: 1; TrxR1 substrate: 7%[57.1 µM]; rTrxR1 inhibitor: -5%[57.1 µM]; TRHR PAM: 2; TRHR ag: -0.3; D2 ag: -0.5; Pin1 inh: 3%

What do the screens show for `CCOc1ccccc1C(=O)N1CCC(n2nnc3cc(C)ccc32)CC1`?
USP1 inh: -9%; IDH1 R132H inh: -5%; D2 antagonist: -5; TrxR1 substrate: 10%[57.1 µM]; rTrxR1 inhibitor: 3%[57.1 µM]; TRHR PAM: -11; TRHR ag: -0.6; D2 ag: 0.2; Pin1 inh: 0%

What do the screens show for `Cc1ccc(NC(=O)c2ccc(=O)[nH]c2)cc1S(=O)(=O)N1CCCCC1`?
USP1 inh: -10%; IDH1 R132H inh: 1%; D2 antagonist: 3; TrxR1 substrate: 2%; rTrxR1 inhibitor: 16%; TRHR PAM: -13; TRHR ag: -1.0; D2 ag: 1.6; Pin1 inh: 0%

What do the screens show for `N#Cc1c(-n2cccc2/C=N/O)sc2c1CCCC2`?
USP1 inh: -18%; IDH1 R132H inh: 2%; D2 antagonist: -12; TrxR1 substrate: -4%; rTrxR1 inhibitor: -10%; TRHR PAM: -8; TRHR ag: -1.1; D2 ag: 1.8; Pin1 inh: -3%

How did CCN(CC)C(=O)c1sc2nc(-c3ccc(OC)cc3)cn2c1C do in these assays?
USP1 inh: -11%; IDH1 R132H inh: -9%; D2 antagonist: 1; TrxR1 substrate: -5%; rTrxR1 inhibitor: -6%; TRHR PAM: -11; TRHR ag: -0.6; D2 ag: 0.6; Pin1 inh: 1%

What do the screens show for `CCOC(=O)C1CCC(CN(Cc2c(Cl)cccc2Cl)S(=O)(=O)c2ccc(F)c(C)c2)CC1` (configuration not stated)?
USP1 inh: 5%; IDH1 R132H inh: -9%; TrxR1 substrate: 2%[57.1 µM]; rTrxR1 inhibitor: 16%[57.1 µM]; TRHR PAM: 2; TRHR ag: 1.1; D2 ag: -0.3; Pin1 inh: 0%

How did CC(C)Oc1cccc(C(=O)Nc2ccc3oc(-c4cccc(Cl)c4)nc3c2)c1 do in these assays?
USP1 inh: inconclusive; IDH1 R132H inh: -25%; TrxR1 substrate: 76%[activator]; rTrxR1 inhibitor: -1%; TRHR PAM: -4; TRHR ag: 0.8; D2 ag: 0.9; Pin1 inh: 8%

Results for C=CCc1ccc(OCCCOc2ccc(C)c(C)c2)c(OC)c1 ?
USP1 inh: -6%; IDH1 R132H inh: 1%; D2 antagonist: -5; TrxR1 substrate: 5%; rTrxR1 inhibitor: 17%; TRHR PAM: -1; TRHR ag: 0.1; D2 ag: 0.1; Pin1 inh: 0%

What do the screens show for `Cc1ccc(-c2ccc(SCC(=O)NC3CCCCC3)nn2)cc1`?
USP1 inh: 1%; IDH1 R132H inh: 1%; D2 antagonist: -31; TrxR1 substrate: -2%; rTrxR1 inhibitor: 10%; TRHR PAM: -3; TRHR ag: -0.9; D2 ag: -0.8; Pin1 inh: 0%

How did O=C(OCc1c(-c2ccccc2)ncc2ccccc12)c1cccs1 do in these assays?
USP1 inh: -23%; IDH1 R132H inh: 0%[38.3 µM]; TrxR1 substrate: -12%; rTrxR1 inhibitor: 3%; Pin1 inh: 28%

Results for CCOc1ccc(CCNC(=O)COC(=O)c2nccnc2N)cc1OCC ?
USP1 inh: -1%; IDH1 R132H inh: 3%; TrxR1 substrate: 35%; rTrxR1 inhibitor: 11%; TRHR PAM: -3; TRHR ag: 0.0; Pin1 inh: 9%

What do the screens show for `COc1cc(SC)ccc1C(=O)NC1CCCCC1`?
USP1 inh: -10%; IDH1 R132H inh: 3%; D2 antagonist: 10; TrxR1 substrate: -6%; rTrxR1 inhibitor: -16%; TRHR PAM: 1; TRHR ag: -0.2; D2 ag: 0.4; Pin1 inh: 2%

Results for CCc1ccc(CNc2ccc(N3CCN(C(C)=O)CC3)cc2)cc1 ?
USP1 inh: -8%; IDH1 R132H inh: 14%; D2 antagonist: -2; TrxR1 substrate: 4%; rTrxR1 inhibitor: -8%; TRHR PAM: 5; TRHR ag: 0.6; D2 ag: 0.3; Pin1 inh: 9%

Results for CCc1ccc(-c2nn(-c3ccccc3C)cc2C(=O)N2CCN(C3CCS(=O)(=O)C3)CC2)cc1 (configuration not stated) ?
USP1 inh: -13%; IDH1 R132H inh: 8%; D2 antagonist: 3; TrxR1 substrate: -3%; rTrxR1 inhibitor: 10%; TRHR PAM: 11; TRHR ag: -1.1; D2 ag: -0.3; Pin1 inh: -1%

What do the screens show for `Cn1c(=O)[nH]c(=O)c2c1nc(SCC(=O)O)n2CCCc1ccccc1`?
USP1 inh: -19%; IDH1 R132H inh: 9%; D2 antagonist: 5; TrxR1 substrate: -2%; rTrxR1 inhibitor: 4%; TRHR PAM: -4; TRHR ag: 0.6; D2 ag: 0.5; Pin1 inh: -6%

Results for CN(Cc1cccc2ccccc12)C(=O)c1cc(COc2c(F)cccc2F)on1 ?
USP1 inh: -8%; IDH1 R132H inh: 6%; TrxR1 substrate: -3%[57.1 µM]; rTrxR1 inhibitor: 16%[57.1 µM]; TRHR PAM: -7; TRHR ag: 1.4; Pin1 inh: 8%

How did CCC(NC(=O)COc1cc2c(c3oc(=O)c(C)c(C)c13)CCC(C)(C)O2)C(=O)O (configuration not stated) do in these assays?
USP1 inh: -7%; IDH1 R132H inh: -2%; D2 antagonist: -4; TrxR1 substrate: 600%[activator]; rTrxR1 inhibitor: inconclusive; TRHR PAM: 0; TRHR ag: 0.3; D2 ag: 0.0; Pin1 inh: -6%

Results for COc1cc(C(c2nnnn2C2CCCC2)N2CCN(C)CC2)cc(OC)c1OC (configuration not stated) ?
USP1 inh: 3%; IDH1 R132H inh: 3%; D2 antagonist: -4; TrxR1 substrate: 6%[57.1 µM]; rTrxR1 inhibitor: 16%[57.1 µM]; TRHR PAM: 4; TRHR ag: 0.4; D2 ag: 0.8; Pin1 inh: 5%

How did O=c1cc(-c2ccc(O)cc2)oc2cc(O)c(C3OC(CO)C(O)C(O)C3O)c(O)c12 (configuration not stated) do in these assays?
USP1 inh: 15%; IDH1 R132H inh: -11%; D2 antagonist: -2; TrxR1 substrate: -1%; rTrxR1 inhibitor: -16%; TRHR PAM: 5; TRHR ag: 0.2; D2 ag: -0.2; Pin1 inh: inconclusive

What do the screens show for `CN=C1SC(CC(=O)Nc2cccc(C(F)(F)F)c2)C(=O)N1C` (configuration not stated)?
USP1 inh: 1%; IDH1 R132H inh: 1%; D2 antagonist: -22; TrxR1 substrate: -9%; rTrxR1 inhibitor: 28%; TRHR PAM: -1; TRHR ag: 0.2; D2 ag: 0.1; Pin1 inh: 4%

Results for O=c1[nH]c2cc3c(cc2cc1C(c1nnnn1Cc1ccccc1)N1CCCCCC1)OCCO3 (configuration not stated) ?
USP1 inh: -30%; IDH1 R132H inh: -1%; D2 antagonist: 11; TrxR1 substrate: 13%; rTrxR1 inhibitor: inconclusive; TRHR PAM: -6; TRHR ag: 1.2; D2 ag: 1.0; Pin1 inh: 25%

How did CSc1cccc(NC(=O)CN2C(=O)COc3ccc(Cl)cc32)c1 do in these assays?
USP1 inh: -5%; IDH1 R132H inh: -14%; TrxR1 substrate: 2%; rTrxR1 inhibitor: 26%; TRHR PAM: -1; TRHR ag: -0.1; D2 ag: -0.2; Pin1 inh: inconclusive

How did COc1ccccc1NS(=O)(=O)c1cc([N+](=O)[O-])ccc1N/N=C/c1sc(N2CCOCC2)nc1-c1ccccc1 do in these assays?
USP1 inh: 16%; IDH1 R132H inh: -4%; D2 antagonist: 1; TrxR1 substrate: -18%; rTrxR1 inhibitor: -26%; TRHR PAM: 2; TRHR ag: 9.5; D2 ag: 10; Pin1 inh: inconclusive

Results for O=C(N/N=C/c1cccc(O)c1)c1cc(-c2ccc3c(c2)OCO3)n[nH]1 ?
USP1 inh: -13%; IDH1 R132H inh: 11%; D2 antagonist: -7; TrxR1 substrate: 0%; rTrxR1 inhibitor: 7%; TRHR PAM: -1; TRHR ag: 0.1; D2 ag: 4.8; Pin1 inh: 0%

Of the compounds above, 2 contain a thiophene ring, fused or not:
What do the screens show for `N#Cc1c(-n2cccc2/C=N/O)sc2c1CCCC2`?
USP1 inh: -18%; IDH1 R132H inh: 2%; D2 antagonist: -12; TrxR1 substrate: -4%; rTrxR1 inhibitor: -10%; TRHR PAM: -8; TRHR ag: -1.1; D2 ag: 1.8; Pin1 inh: -3%

How did O=C(OCc1c(-c2ccccc2)ncc2ccccc12)c1cccs1 do in these assays?
USP1 inh: -23%; IDH1 R132H inh: 0%[38.3 µM]; TrxR1 substrate: -12%; rTrxR1 inhibitor: 3%; Pin1 inh: 28%
